# Screening results deposited in PubChem by several laboratories.
# HTR5A inv ctr: inverse agonist of human HTR5A in OPRM1-OPRD1 counter-screen; P47898; HTR5A cell line, luminescence, inverse agonism; inhibition, % at 9.3 µM; actives 0.083% (n = 340,000); AID 504634; in the data active = inhibition mostly above about 23%, no sharp cut-off; inactive = mostly below about 18%;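 also: 0% = cells with DMSO and 100% = no-cell wells with DMSO; some compounds called inactive have numbers as strong as hits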
# Tat export inh: inhibitors of E. coli Tat protein transport; inhibition, % at 10 µM; actives 0.036% (n = 340,000); E. coli MC4100 TorA-mCherry Tat export, fluorescence;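 active = mean replicate inhibition at least 50% and at least half of replicates individually reaching 50%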;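 also: exported cargo escapes ClpAP degradation while cytoplasmic cargo is degraded and loses fluorescence; 0% = median of neutral control wells and 100% = median of NaSCN control wells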
# E coli growth: bacterial growth inhibition, counter-screen for AddAB inhibitors; E. coli V3065 growth, OD600 absorbance, 18 h; inhibition, % at 11.9 µM; actives 0.27% (n = 330,000); AID 449728;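 active = inhibition above the campaign's mean inhibition across all tested compounds plus 3 SD, cut at about 9.9% in these data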;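 also: uninfected addAB+ strain grown without phage in ampicillin broth; 0% = DMSO wells and 100% = ciprofloxacin 0.95 µg/ml wells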
# HTR5A ag: counter-screen for OPRM1-OPRD1 agonists: human HTR5A agonism | P47898 | HTR5A agonist assay, luminescence, cell-based | activation, % at 9.3 µM | actives 0.61% (n = 340,000) | AID 504692; in the data active = activation mostly above about 9.5%, no sharp cut-off; inactive = mostly below about 7.6%;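 also: 0% = cells with vehicle only and 100% = reference agonist; strong numbers were not always called active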
# AddAB inh: less growth of phage-infected E. coli with AddAB. E. coli expressing H. pylori AddAB, absorbance growth. inhibition, % at 11.9 µM. actives 0.29% (n = 330,000). AID 435030; in the data active = inhibition above about 12%;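 also: 0% = vehicle wells of infected cells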
# Mot1-301 SUMO: blocks SUMOylation pathway, rescuing yeast Mot1-301 growth; AID 2716; S. cerevisiae Mot1-301 growth rescue, ATP luminescence, 38.5C; percent above DMSO median, 100 means doubled; growth rescue, % at 18.8 µM; actives 1% (n = 320,000);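 active = every valid replicate shows activation above 250% relative to neutral control wells; inactive = the rest, any valid replicate at or below 250%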;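 also: OY570 slx delta 5 strain wells were the positive control but not used for scaling; some compounds called inactive have numbers as strong as hits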
# phage Ecoli inh: E. coli growth loss with phage present; growth absorbance; inhibition, % at 11.9 µM; actives 0.26% (n = 360,000); AID 651602; in the data active = inhibition above about 11%
# DAGLB inhibitor: diacylglycerol lipase beta (human) inhibition; Q8NCG7; HEK293T DAGLB membrane lysate, EnzChek fluorogenic substrate; inhibition, % at 5.17 µM; actives 0.059% (n = 340,000); in the data active = inhibition above about 34%;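 also: 0% = enzyme with vehicle and 100% = wells lacking enzyme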
# Target sequence (Q8NCG7 whole entry, looked up): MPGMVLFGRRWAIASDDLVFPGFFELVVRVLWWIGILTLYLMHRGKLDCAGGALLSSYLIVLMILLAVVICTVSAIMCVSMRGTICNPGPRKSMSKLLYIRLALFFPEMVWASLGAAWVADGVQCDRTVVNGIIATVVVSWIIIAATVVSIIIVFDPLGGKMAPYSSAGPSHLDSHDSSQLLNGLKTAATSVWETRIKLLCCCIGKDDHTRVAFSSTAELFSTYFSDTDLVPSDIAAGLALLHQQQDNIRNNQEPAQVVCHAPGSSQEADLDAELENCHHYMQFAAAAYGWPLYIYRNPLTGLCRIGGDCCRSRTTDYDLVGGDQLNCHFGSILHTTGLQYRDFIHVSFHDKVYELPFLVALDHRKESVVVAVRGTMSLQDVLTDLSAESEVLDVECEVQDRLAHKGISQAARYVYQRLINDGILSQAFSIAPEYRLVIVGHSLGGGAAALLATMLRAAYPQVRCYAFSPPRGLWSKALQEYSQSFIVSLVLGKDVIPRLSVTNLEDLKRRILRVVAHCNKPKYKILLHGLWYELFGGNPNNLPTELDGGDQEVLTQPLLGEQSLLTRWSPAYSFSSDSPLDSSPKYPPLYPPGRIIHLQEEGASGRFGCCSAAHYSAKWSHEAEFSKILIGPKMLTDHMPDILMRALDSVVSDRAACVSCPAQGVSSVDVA
# CDK5 p35 inh: inhibitors of human CDK5/p35 kinase; Q00535+Q15078; inhibition, % at 10 µM; Recombinant CDK5/p35, ADP-Glo luminescence, 60 min; actives 0.01% (n = 330,000); AID 488839;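 active = highest replicate inhibition of at least 50% and at least 75% of replicates reaching 50%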;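 also: plate controls were DMSO neutral control for no effect and GW8510 at 10 µM for full effect; many of its hits are not listed in these tables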
# PKA-R2B act: activates the human PKA-R2B holoenzyme complex; actives 0.079% (n = 340,000); PKA-R2B holoenzyme dissociation, Cy5-IP20 fluorescence polarization; R2B truncated from residue 108, S112A mutant; 0% DMSO only, 100% 113 µM cGMP; activation, % at 11.4 µM;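 active = activation above a cutoff set at the mean over all compounds plus 3 SD, cut at about 18% in these data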;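 also: higher means more holoenzyme dissociation and a rise in polarization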
# Target sequence (P31323 whole entry, looked up, other chains not shown, the tested form may be a part): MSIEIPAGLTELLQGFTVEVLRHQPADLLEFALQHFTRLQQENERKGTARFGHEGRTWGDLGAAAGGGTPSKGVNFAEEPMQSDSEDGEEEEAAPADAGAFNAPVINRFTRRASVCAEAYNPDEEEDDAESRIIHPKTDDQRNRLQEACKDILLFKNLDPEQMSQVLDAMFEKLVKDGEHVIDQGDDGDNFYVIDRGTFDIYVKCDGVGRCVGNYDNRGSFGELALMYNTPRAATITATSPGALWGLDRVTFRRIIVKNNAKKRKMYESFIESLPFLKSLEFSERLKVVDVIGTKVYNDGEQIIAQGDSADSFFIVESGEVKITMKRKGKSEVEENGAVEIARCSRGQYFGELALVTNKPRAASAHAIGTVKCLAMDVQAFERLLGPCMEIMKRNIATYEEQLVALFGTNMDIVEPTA
# PKA-R1A activ: activators of PKA-R1A complex; PKA-R1A dissociation, Cy5-IP20 fluorescence polarization; scaled: DMSO 0%, 113 µM cGMP 100%; activation, % at 11.4 µM; actives 0.083% (n = 340,000); P00514+P68181;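 active = percent activation above the mean of all tested compounds plus 3 SD, cut at about 19% in these data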;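 also: higher means more PKAc released from R1A so a rise in polarization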
# The depositor's hits bear a star; / = not tested or not shown; & = joins results of further samples.
Structure,DAGLB inhibitor,HTR5A ag,PKA-R2B act,AddAB inh,Mot1-301 SUMO,phage Ecoli inh,PKA-R1A activ,E coli growth,Tat export inh,CDK5 p35 inh,HTR5A inv ctr
CNC(=O)c1ccc(Nc2nc(-c3ccccc3)nc3ccccc23)cc1,0,2,4,-0.8,-19,-0.8,0,0.0,-13,1.0,-7
COC(=O)c1ccccc1S(=O)(=O)N(CCCO)Cc1cc2c(C)ccc(C)c2[nH]c1=O,-3,6,8,-0.3,/,3.0,-5,-0.9,7,1.9,-7
O=C(c1ccc(F)cc1)C1CCN(C(=O)N2CCOCC2)CC1,2,-3,-1,0.8,-9,2.5,1,-0.3,9,-1.3,-19
CCn1nc(C(=O)OCC(=O)NC(C)C)c2ccccc2c1=O,0,-3,-9,4.1,573,3.6,-4,0.0,-8,0.6,7
Cc1nnc(NC(=O)c2ccc3c(c2)C(=O)N(CC2CCCO2)C3=O)s1 (stereo unspecified),2,4,3,-1.3,6,3.6,0,-1.4,0,-0.1,-18
O=C(NC(=S)Nc1ccc(N2CCCCC2)cc1)c1cccs1,2,4,3,2.3,-4,1.4,-6,2.2,9,-0.9,8
COC(=O)c1ccc2c(=O)[nH]c(COC(=O)c3cccc(S(=O)(=O)N4CCOCC4)c3)nc2c1,0,-4,6,1.4,-7,2.5,-6,0.9,4,0.5,9
O=C(c1ccc(S(=O)(=O)N2CCCC2)cc1)N(Cc1ccco1)C1CCS(=O)(=O)C1 (stereo unspecified),-1,-1,-3,-0.7,-2,2.3,-9,0.7,1,0.5,26
COc1ccc(NC(=O)CSc2nnc(-c3ccncc3)n2C)cc1,-2,-5,0,0.5,114,4.7,-1,-0.3,0,0.0,12
CCN(C(=O)C1CCCN(c2ncnc3c2nc2n3CCCCC2)C1)c1cccc(Cl)c1 (stereo unspecified),-5,4,-1,3.9,331,2.9,0,0.2,3,2.0,-2
CCSc1ccccc1C(=O)Nc1cc(C)on1,1,-2,-3,-0.2,/,1.7,-11,-1.4,-2,0.4,-3
COc1ccc(C(=O)N/N=C/C(Br)=C/c2ccccc2)cc1,-3,3,-12,5.9,1,2.9,-10,0.3,-4,-2.3,-9
COc1cc(NC(C)CCCN)c2ncccc2c1Oc1ccccc1 (stereo unspecified),2,2,6,-3.6,/,2.4,-8,-5.2,-14,2.0,-6
COc1ccc(Cn2c(=O)oc3ccccc32)cc1F,-2,-2,15,-1.1,9,2.1,8,-2.6,-3,-1.1,7
Cc1ccc(-c2nc(NC(=O)CSc3nnc(C)s3)ns2)cc1,-5,-4,9,4.5,6,3.8,-7,-0.9,-2,1.3,9
Cc1cc(Nc2cccc(Cl)c2C)n2ncnc2n1,0,-1,3,1.8,-4,0.6,-8,1.5,6,1.1,2
Cc1cccc(C)c1NC(=O)CS(=O)CC(=O)NC1CCN(Cc2ccccc2)CC1 (stereo unspecified),0,-3,-2,2.4,-18,2.5,-14,1.1,2,-0.7,13
CSc1ccc(C(=O)N2CCC(n3nccc3NC(=O)C3CC3)CC2)cc1,-3,2,-4,2.1,-4,2.6,-9,0.1,-4,-1.0,-23
Fc1ccc(Nc2c3c(nc4ccccc24)CCC3)cc1,0,-2,-8,2.6,195,4.4,-11,3.9,1,2.6,6
O=C(C1=C[C@@H](c2coc3ccccc3c2=O)C[C@@H](OCc2ccc(CO)cc2)O1)N1CCCCCCC1,-3,0,-1,1.4,-11,/,3,-0.9,7,-0.9,-1
Cc1cc(-c2ccc(C)c(S(=O)(=O)NCCCN(Cc3ccccc3)C(C)C)c2)on1,-2,-4,-9,0.6,14,0.5,0,-1.1,5,0.3,-4
CCOc1ccc(-c2nnc(SCc3nnc(-c4ccccc4)o3)n2-c2ccccc2F)cc1,-1,-4,-6,1.6,0,-0.2,-16,0.4,7,-0.8,-25
NC(=O)CC(NC(=O)Cc1cccc2ccccc12)c1ccc(NCC2CC2)c([N+](=O)[O-])c1 (stereo unspecified),11,0,-11,0.0,2,1.4,-11,0.8,2,1.0,-11
CCC(=O)c1c[nH]c(C(=O)N2CCOCC2)c1,-1,-3,11,-0.4,-7,0.6,-3,-0.8,-3,0.9,1
O=C(c1ccc(Cl)cc1)c1cn[nH]c1-c1ccccc1O,5,-2,0,2.2,-1,0.3,-10,3.6,-4,-0.6,7
O=c1c(Cc2ccccc2)c(O)nc2n1CCCS2,-4,3,3,-0.9,-30,1.5,-7,-1.1,-7,-5.8,-9
COc1ccc(C)cc1NC(=O)CCN1CCN(c2ccccc2)CC1,-3,0,-6,-0.8,196,2.6,-1,0.6,0,-0.9,0
COc1ccc(NC(C)=O)cc1NC(=O)CN1CCN(S(=O)(=O)c2ccc(C(C)C)cc2)CC1,-3,0,-1,3.8,84,2.5,-3,-1.7,3,-0.3,-2
CCC(C)C(=O)N1CCc2cc(-c3csc(N)n3)ccc21 (stereo unspecified),3,3,-11,1.4,0,3.5,-7,-2.0,-3,1.2,-15
COc1ccc(NC(=O)c2cc([N+](=O)[O-])ccc2NC(=O)CNCc2ccccn2)c(OC)c1,2,-1,1,1.7,-11,-1.4,-8,-0.6,-1,-1.4,4

# Already shown: entries from further up.
Structure,DAGLB inhibitor,HTR5A ag,PKA-R2B act,AddAB inh,Mot1-301 SUMO,phage Ecoli inh,PKA-R1A activ,E coli growth,Tat export inh,CDK5 p35 inh,HTR5A inv ctr
CNC(=O)c1ccc(Nc2nc(-c3ccccc3)nc3ccccc23)cc1,0,2,4,-0.8,-19,-0.8,0,0.0,-13,1.0,-7
COC(=O)c1ccccc1S(=O)(=O)N(CCCO)Cc1cc2c(C)ccc(C)c2[nH]c1=O,-3,6,8,-0.3,/,3.0,-5,-0.9,7,1.9,-7

# Other entries follow.
Structure,DAGLB inhibitor,HTR5A ag,PKA-R2B act,AddAB inh,Mot1-301 SUMO,phage Ecoli inh,PKA-R1A activ,E coli growth,Tat export inh,CDK5 p35 inh,HTR5A inv ctr
Cc1nn(-c2ccc(Cl)cc2)c(Cl)c1/C=N/NC(=O)c1ccc(NS(=O)(=O)c2cccs2)cc1,2,0,-7,-0.7,54,-0.3,0,1.1,-1,1.6,0
Cn1cc(CCNC(=O)C2CCC(=O)N(CCc3ccc(Cl)cc3)C2)cn1 (stereo unspecified),-1,1,3,-0.2,2,2.2,0,0.0,-2,-0.1,5
CCN1C(=O)[C@H]2[C@@H](c3ccc(-c4ccccc4)cc3)N3CCCC[C@@]3(C(=O)OC)[C@H]2C1=O,0,7,-9,1.6,8,0.0,-8,-1.0,20,0.7,-12
O=C(/C=C/c1ccc2c(c1)OCO2)Nc1ccc(Cl)cn1,0,8,-9,4.4,12,3.9,9,1.3,3,-1.2,-21
O=C(Nc1cccc(C(F)(F)F)c1)C(=O)N1CCCCC1,-1,-13,-12,2.7,18,2.2,5,1.1,-9,2.3,-10
O=C(Cc1cccc([N+](=O)[O-])c1)Nc1ccc(C(=O)N2CCCCC2)cc1,-2,0,-6,1.4,7,3.9,5,0.6,-41,0.9,0
CC(=O)c1ccc(OCC(=O)Nc2ccccc2C(=O)NC2CC2)cc1,-2,3,-6,-2.1,4,1.5,0,0.8,6,1.1,-6
O=C(CN1C(=O)c2ccccc2C1=O)Nc1nnc(C2CCCO2)s1 (stereo unspecified),-5,3,-9,3.3,-13,/,-4,-2.9,7,1.1,-7
O=C(CN1CCCCCC1)Nc1cc(C(F)(F)F)ccc1Cl,-3,2,-5,2.3,/,-0.6,4,0.2,2,-0.6,15
COc1cc(S(=O)(=O)n2cnc(C)c2)ccc1Br,0,-1,-6,1.9,332,2.5,-3,-0.9,-2,0.7,3
CCCn1nc([N+](=O)[O-])c(C(C#N)c2nc3ccccc3s2)c(Cl)c1=O (stereo unspecified),67*,-3,-9,0.3,-26,0.2,3,1.6,0,3.9,23
CCOc1ccc(NC(=O)N(CC(C)C)CC(C)C)cc1,-1,-7,7,1.8,-12,1.8,6,0.7,-8,-1.5,18
CN1CCN(c2nnc(-c3ccc(Cl)cc3)c3ccccc23)CC1,1,5,3,-0.1,-7,0.7,-2,-0.2,-3,0.6,-17
CN(C)S(=O)(=O)c1cccc(NC(=O)COC(=O)COc2ccccc2[N+](=O)[O-])c1,-1,4,-2,0.5,76,0.8,-9,0.1,-3,1.6,14
O=C(N/N=C/c1cccn1-c1ccc(O)cc1)c1cccc2ccccc12,4,0,3,1.8,13,-0.5,-9,-0.3,-7,1.7,1
Cc1ccc2c(c1)N=C(c1ccc(F)cc1)CO2,-9,6,1,2.8,-11,1.5,-8,1.4,3,0.6,-3
CCCCCCCCC/C(=N\O)c1ccccn1,-1,2,-19,8.8,46,7.6,2,9.6,-13,-3.6,-6
O=C(NCCc1ccccc1F)C(=O)Nc1nccs1,4,0,-15,-0.8,217,2.4,1,-2.3,-3,0.4,-17
COC(=O)C1=NN(c2ccccc2)C2(S1)S/C(=C\c1ccccc1)C(=O)N2c1ccccc1 (stereo unspecified),-11,1,0,1.4,-19,-3.1,-4,4.7,-2,-0.5,12
CC(Sc1ccc2ccccc2n1)C(=O)O (stereo unspecified),5,-2,-2,/,/,1.1&3.8,-12,/,-8,-0.7,-9
Cc1ccc(CNC(=O)NCc2ccccc2)cc1,0,0,-1,2.0,9,5.6,3,-2.1,-4,3.3,8
Cc1ccc(NC(=O)Nc2cccc(C)n2)cc1,0,0,-5,3.0,2,-1.3,-10,-2.8,-3,-1.4,1
COc1ccccc1Oc1ccc2c(c1)C(=O)N(CC(=O)O)C2=O,0,-4,-1,0.6,17,/,-2,-1.7,-1,0.5,15
Cc1ccc(C(=O)COC(=O)CCN2C(=O)C3C4CC(C(Br)C4Br)C3C2=O)cc1 (stereo unspecified),-1,0,-7,3.2,13,3.1,0,1.3,-4,0.5,-25
O=C(CSc1nccc(-c2cccs2)n1)Nc1ccc(F)c(Cl)c1,-1,-2,1,-1.3,18,3.6,-2,-2.0,-6,0.7,11
O=C(CSc1n[nH]c(=O)[nH]c1=O)Nc1ccc(C(=O)O)cc1,1,1,6,3.4,-11,0.8,-10,-0.5,-3,1.8,-10
O=C1CC(c2cccc([N+](=O)[O-])c2)c2ccc3ccccc3c2N1 (stereo unspecified),5,-5,-14,3.0,25,2.2,-8,3.2,0,-1.9,13
CC1Cc2cc(/C(O)=C3/C(=O)C(=O)N(CCN4CCOCC4)C3c3cccc(O)c3)ccc2O1 (stereo unspecified),3,-1,-1,0.6,25,2.2,-1,0.2,0,0.6,3
CC1=Nc2ccccc2/C1=C/c1sc(=O)n(CC(=O)N2CCCC2)c1O,3,2,-10,0.3,50,4.0,-12,-1.7,2,-5.2,-9
Cc1ccc(NC(=O)c2cc(-c3ccco3)on2)cc1C,-9,-2,2,-0.8,32,1.0,0,-0.8,2,1.0,6
